TDP1 block – blocks human tyrosyl-DNA phosphodiesterase 1; Q9NUW8; recombinant TDP1, AlphaScreen DNA substrate cleavage; Potency, µM (titrated, usually from 130 µM), for the others: top-dose activity change, negative = inhibition, hits mostly inhibitors; hit rate 0.28% among 350,000; AID 485290; further: nearly all actives have a fitted effect of over 40% in size
Target sequence (Q9NUW8 whole entry, looked up): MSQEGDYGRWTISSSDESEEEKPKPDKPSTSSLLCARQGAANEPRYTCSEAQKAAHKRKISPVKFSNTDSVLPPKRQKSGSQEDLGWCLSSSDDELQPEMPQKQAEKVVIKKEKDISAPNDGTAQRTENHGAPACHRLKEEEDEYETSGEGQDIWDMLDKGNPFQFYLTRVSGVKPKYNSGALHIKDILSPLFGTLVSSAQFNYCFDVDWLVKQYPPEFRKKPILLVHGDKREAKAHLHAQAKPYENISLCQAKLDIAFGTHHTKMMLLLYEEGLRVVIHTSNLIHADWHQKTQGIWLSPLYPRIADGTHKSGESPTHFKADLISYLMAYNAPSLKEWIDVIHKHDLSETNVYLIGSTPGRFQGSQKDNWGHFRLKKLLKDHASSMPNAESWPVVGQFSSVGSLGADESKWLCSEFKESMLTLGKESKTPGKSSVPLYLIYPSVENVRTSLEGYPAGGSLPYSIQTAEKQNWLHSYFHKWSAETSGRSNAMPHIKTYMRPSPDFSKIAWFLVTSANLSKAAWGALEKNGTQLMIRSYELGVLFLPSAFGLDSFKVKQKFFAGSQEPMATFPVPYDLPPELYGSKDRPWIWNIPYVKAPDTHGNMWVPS
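Recombinant human Tdp1 (E. coli-expressed, 1 nM final) preincubated with compounds 15 min at room temperature, then 5'-biotin/3'-phosphotyrosine-FITC DNA substrate (15 nM final) added for 5 min. AlphaScreen beads (10 ug/ml final) added 10 min; cleavage lowers signal.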
TDP1 cell CPT – DT40-hTDP1 cell growth loss with CPT. chicken DT40 Tdp1-/-;hTDP1 cells + 20 nM CPT, ATP luminescence, 48 h. Potency, µM (highest dose often 46.2 µM), for the others: top-dose activity change, negative = growth inhibition, hits mostly inhibitors. hit rate 12% among 420,000. AID 686979; further: nearly all actives have a fitted effect of over 55% in size
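Cell growth measured by CellTiter-Glo luminescence after a minimum 48 h, 37 C compound exposure with 20 nM CPT in Tdp1-knockout DT40 cells stably expressing hTDP1, seeded 400/well; qHTS titration format.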
TDP1 cell noCPT – qHTS for Inhibitors of human tyrosyl-DNA phosphodiesterase 1 (TDP1): qHTS in cells in absence of CPT | DT40 Tdp1-/- hTDP1 cells, no CPT, ATP luminescence, 48 h | Potency, µM (series often up to 46.2 µM), inactives show top-dose activity change, negative = growth inhibition, usual class: inhibitors | hit rate 15% among 420,000 | AID 686978, 2013; further: nearly all actives have a fitted effect of over 55% in size
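Growth kinetics read by CellTiter-Glo luminescence after ≥48 hr at 37 °C. Cells: DT40 Tdp1-/- stably carrying human TDP1, 400 per well, compound exposure in the absence of CPT (DMSO vehicle).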
The depositor's hits bear a star; ? = inconclusive; / = no result given; & = joins results of further samples; [ ] = dose if it differs, or a comment. The call rests on the fitted dose curve; in most records, active means well fitted curve in the direction sought with a large enough effect; inconclusive means small, poorly fitted or top-dose-only effect, or another doubt; inactive means no such curve, though single readings can be large; an effect the other way counts as inactive or inconclusive. On the % scale 0 is the no-effect control and ±100 the full control effect; potency means the concentration at half of the fitted maximal effect.

SMILES | TDP1 block | TDP1 cell CPT | TDP1 cell noCPT
CC1CCCC(NC(=O)Cn2c(Cl)nc3c2c(=O)n(C)c(=O)n3C)C1C (stereo not given) | 1% | ? | 21µM*
O=S(=O)(NC1CCCCC1)c1ccc(-c2csnn2)s1 | 4% | -15% | ?
O=C(CN1CCCCCC1)NCCN1C(=O)S/C(=C\c2ccccc2Cl)C1=O | 0% | -18% | -24%
COc1ccc(OC)c(NC(=O)CSc2c3c(nc4cc(Cl)ccc24)CCCC3)c1 | 4% | ? | 23µM*
Cc1nn(CC(=O)NCCC2=CCCCC2)c(C)c1S(=O)(=O)N(C)C | 0% | ? | -3%
N#Cc1ccccc1-c1ccc2ncnc(NCc3ccccc3)c2c1 | / | ? | ?
CC(C)OCCCn1c(SCC(=O)c2ccccc2)nc2c(sc3ccccc32)c1=O | 0% | 7% | 8%
C=CCSc1nnc(NC(=O)c2c(CC)noc2C)s1 | -4% | 7% | -21%
Cc1noc(C)c1S(=O)(=O)N(CC(=O)NC1CCCC1)c1ccc(C(C)C)cc1 | 0% | -14% | -18%
O=C1c2ccccc2C(=O)N1c1nc2nccc(-c3ccccc3)n2n1 | 2% | ? | -12%
O=C(NC(=S)N1CCN(Cc2ccccc2)CC1)c1ccco1 | 3% | -17% | -16%
CCOC(=O)c1c(C)oc2c1cc(O)c1ccccc12 | 4% | -18% | -17%
COc1ccc(-c2cc(C(F)(F)F)nc(SCC(=O)Nc3ccc4c(c3)OCO4)n2)cc1 | 0% | -2% | -5%
c1cncc(CNc2nc(N3CCOCC3)nc(N3CCOCC3)n2)c1 | 6% | -19% | -6%
COc1ccc(C(c2oc(CO)cc(=O)c2O)c2oc(CO)cc(=O)c2O)cc1 | 5% | 0% | 1%
CC1(C)Cc2c(C#N)c(SCCO)nc(N3CCOCC3)c2CO1 | / | -22% | -15%
CCN(CC)C(=O)CSc1nc2ncc(Br)cc2[nH]1 | 2% | -110% | 4%
Cc1cc(Br)cn2c(Cc3ccccc3C(F)(F)F)c(-c3cccc(Br)c3)nc12 | / | -8% | -17%
Cc1ccc(S(=O)(=O)N2CCCCC2)cc1NC(=O)c1ccco1 | / | -12% | -24%
CCOc1ccccc1N1CC(C(=O)N2CCOCC2)CC1=O (stereo not given) | 6%[0.0935 µM] | 10% | 3%
COc1ccc(-c2nnc(N3CCOCC3)c3ccccc23)cc1 | 4% | -15% | 19%
Cc1ccc(S(=O)(=O)N2CCCC(C(=O)NC3CC3)C2)cc1 (stereo not given) | 5% | -25% | -7%
CCN(CC(=O)Nc1ccc(NC(C)=O)cc1)C(=O)c1ccc(S(=O)(=O)N2CCCC2)cc1 | / | -24% | 3%
O=C(OC(C(=O)NCc1ccc2c(c1)OCO2)c1ccc(Cl)cc1)c1ccco1 (stereo not given) | -1% | -2% | -4%

Exported with values under each structure: 7 of the compounds above
Order of values – TDP1 block | TDP1 cell CPT | TDP1 cell noCPT
- COc1ccc(C(c2oc(CO)cc(=O)c2O)c2oc(CO)cc(=O)c2O)cc1
 : 5% | 0% | 1%
- CCN(CC(=O)Nc1ccc(NC(C)=O)cc1)C(=O)c1ccc(S(=O)(=O)N2CCCC2)cc1
 : / | -24% | 3%
- CCN(CC)C(=O)CSc1nc2ncc(Br)cc2[nH]1
 : 2% | -110% | 4%
- Cc1ccc(S(=O)(=O)N2CCCCC2)cc1NC(=O)c1ccco1
 : / | -12% | -24%
- Cc1ccc(S(=O)(=O)N2CCCC(C(=O)NC3CC3)C2)cc1 (stereo not given)
 : 5% | -25% | -7%
- Cc1cc(Br)cn2c(Cc3ccccc3C(F)(F)F)c(-c3cccc(Br)c3)nc12
 : / | -8% | -17%
- COc1ccc(-c2cc(C(F)(F)F)nc(SCC(=O)Nc3ccc4c(c3)OCO4)n2)cc1
 : 0% | -2% | -5%

Carrying on.
SMILES | TDP1 block | TDP1 cell CPT | TDP1 cell noCPT
COc1ccc(NC(=O)COc2ccc3c(c2)OCO3)cc1 | / | -13% | ?
COc1ccccc1-c1c(C)nn2c(N)c(-c3ccc(Cl)cc3)cnc12 | / | -8% | -18%
Cc1ccsc1-c1nc(CSCC(=O)NCc2ccc3c(c2)OCO3)c(C)o1 | 7% | ? | ?
CCCN1CC(=O)N2Cc3[nH]c4ccccc4c3C[C@H]2C1=O | / | -15% | -7%
NNC(=O)c1ccc(CSc2n[nH]c(=O)[nH]c2=O)cc1 | 45µM* | -13% | -17%
CC(Cc1cccs1)NC(=O)Nc1ccc(F)cc1 (stereo not given) | 0% | -14% | ?
Cc1ccc(S(=O)(=O)N(C)C)cc1NC(=O)C(C)OC(=O)c1ccc2c(=O)n3c(nc2c1)CCC3 (stereo not given) | / | -2% | -18%
Cn1c(=O)c2c([nH]c(=S)n2CCCc2ccccc2)n(C)c1=O | / | -9% | ?
Cc1noc(NS(=O)(=O)c2ccc(NC(=O)c3cc(-c4ccccc4Cl)nc4ccccc34)cc2)c1C | 8% | -8% | 10%
CCCCCN(C(=O)CCC(=O)OCC(=O)N(C)Cc1ccccc1C)c1c(N)n(CCCC)c(=O)[nH]c1=O | -11% | -16% | -22%
CCC(=O)c1cn(CC(=O)OC)c2ccccc12 | 7% | -25% | -18%
CC(NC(=O)COC(=O)/C=C/c1ccco1)c1ccccc1 (stereo not given) | -10% | 12% | -22%
Cc1ccc(C(c2nnnn2C2CCCC2)N2CCN3CCCC3C2)cc1 (stereo not given) | 5% | -25% | -19%
CCC(CC)C(=O)c1c[nH]c(C(=O)NCc2ccc(F)cc2)c1 | / | -26% | -27%
CC(=O)c1cnc(Nc2nc(C)c3ccc(C)cc3n2)nc1C | 5% | 2% | -26%
CSc1nc(C)cc(Oc2ccc(OCC(N)=O)nn2)n1 | -3% | -5% | 5%
Cc1cccc(Oc2nc(-c3ccccc3)cc(C)c2S(C)(=O)=O)c1C | -3% | ? | ?
COc1ccc(NC(=O)c2cccc(S(=O)(=O)N3CCCC3)c2)cc1OC | 0%[56.1 µM] | -16% | -12%
O=C(CCCc1c[nH]c2ccccc12)NCc1ccccc1F | 11% | ? | -10%
Cc1ccc2cc(CN(CC3CCCO3)S(=O)(=O)c3cccc4nsnc34)c(=O)[nH]c2c1 (stereo not given) | 0% | ? | 18µM*
CCOC(=O)N1CCN(c2nc(SC)nc3sc4c(c23)CC(C)(C)OC4)CC1 | 0% | ? | ?
O=C(NCCc1ccc(Cl)cc1)C1CC(=O)N(C2CCCCC2)C1 (stereo not given) | / | -11% | -11%
C/C(=N/OCC(=O)Nc1ccc(C)cc1C)c1cccs1 | 4% | ? | ?
COc1ccc(-c2sc3ccccc3c2-c2cc(OC)ccc2C=O)cc1 | / | ? | 21µM*
CN(Cc1ccccc1)C(=O)COc1ccc(C(C)(C)C)cc1 | / | ? | ?
CN1c2ccc(Cl)cc2-c2nc(SCC(=O)Nc3cc(F)ccc3F)ncc2S1(=O)=O | 0% | ? | 23µM*
COc1ccc(O)c(/C=C(\C#N)C(=O)Nc2ccccn2)c1 | / | -5% | -2%
CCCCN1CC(c2nc3ccccc3n2CCCCOc2cccc(C)c2C)CC1=O (stereo not given) | 9% | ? | 21µM*
COc1ccc(OC)c(NC(=O)CCCNC(=O)Cn2cnc3sc(C)c(C)c3c2=O)c1 | 2% | 17% | -27%
CCOCCCn1c(=N)c(C(=O)NC(C)c2ccccc2)cc2c(=O)n3cccc(C)c3nc21 (stereo not given) | / | 16µM* | 16µM*
COC(=O)c1cc(C)cc(=O)o1 | -2% | -3% | -4%
COc1cc(NC(=O)C2(C)CCCN2C)cc(OC)c1OC (stereo not given) | / | 28% | 20%
Cc1ccc(NC(=O)c2nc(S(=O)(=O)Cc3cccc(C)c3)ncc2Cl)cc1 | 2% | 0.65µM* | 0.65µM*
Cn1nc(C(F)(F)F)c(C(=O)Nc2ccc(F)cc2F)c1Sc1cccc(Cl)c1 | -8% | ? | ?
OCCN(CCCn1c(-c2ccncc2)nc2ccccc21)c1nc(CN2CCCCC2)cs1 | / | 0% | -14%
O=C(NC(=O)c1ccc(Cl)c(Cl)c1)OC1CCS(=O)(=O)C1 (stereo not given) | -1% | -2% | -5%
COc1cccc(C2=NN(C(=O)c3ccccc3)C(O)(C(F)(F)F)C2)c1 (stereo not given) | 5% | 16µM* | 21µM*
O=C1C(=Cc2ccc(Cl)cc2)CCc2ccccc21 | / | 21µM* | ?
O=C(CSc1ncnc2sccc12)N1CCN(C(=O)c2cccs2)CC1 | -3% | ? | ?
CCC(C)NC(=O)c1cc(Cl)ccc1OC (stereo not given) | -7% | -7% | -13%
CCOCCCNC(=O)c1c(-c2ccccc2)noc1C | -1% | -3% | 1%
Nc1cc[n+](CC(=O)c2ccccc2)cc1 | / | ? | ?
COC(=O)c1sc(NC(=S)NNC(=O)c2c(Br)c(C)nn2C)c(C(=O)OC)c1C | 5%[56.1 µM] | -7% | -11%
Cc1oc2c(C)c3oc(=O)c(CCC(=O)N4C[C@H]5C[C@@H](C4)c4cccc(=O)n4C5)c(C)c3cc2c1C | / | ? | ?
CCN(CC)S(=O)(=O)c1ccc(-c2nnc(SCC(C)=O)o2)cc1 | 8% | 3% | -12%
O=C(CSc1nc2ccsc2c(=O)n1Cc1ccccc1)NCC1CCCO1 (stereo not given) | 2% | 5% | -3%
CC(=O)OCCNC(=O)c1cccnc1 | 0% | 0%&-2% | 1%&-14%
COc1ccc(NC(=O)c2sc3nc(N4CCOCC4)c4c(c3c2N)CC(C(C)C)OC4)c(OC)c1 (stereo not given) | 0% | -10% | -3%
COc1cccc(CNCCCSc2nnnn2C)c1 | 1% | -3% | -7%
COc1ccc(N(C(=O)c2cccc(C)c2)S(=O)(=O)c2ccc(C)cc2)cc1 | -3%[12.3 µM] | 18µM* | ?
COc1ccc(-c2[nH]ncc2CNC(C)c2ccccc2Cl)cc1F (stereo not given) | -4% | 16µM* | 23µM*
CCOc1ccccc1OCCC(=O)Nc1ccc(F)c(Cl)c1 | 2% | -21% | ?
Cc1cc(C)c2cc3c(N)c(C(=O)Nc4c(C)[nH]c(=O)[nH]c4=O)sc3nc2c1 | 2% | -27% | -29%
CCN(CC)C(=O)COc1ccc(S(=O)(=O)N2CCCC2)cc1 | 3% | -20% | 18%
COc1ccc(Br)cc1CNC(=O)c1ccc2nc(C(C)C)oc2c1 | 4% | 0% | -22%
COc1ccc(S(=O)(=O)N2CCCCC2)cc1NC(=O)c1ccc(C)cc1 | 0% | 6% | 14%
Cc1ccc(NC(=O)NNC(=O)CN2C(=O)COc3ccccc32)cc1 | ? | -1% | 18%
CC(C)c1ccccc1NC(=S)NCC1(N(C)C)CCCCC1 | 1% | -7% | 5%
CCOC(=O)C(C)n1ncn2cccc2c1=O (stereo not given) | -3% | 4% | -4%
CNc1ncnc(NC)c1[N+](=O)[O-] | / | -1% | -6%

Going on with the list:
SMILES | TDP1 block | TDP1 cell CPT | TDP1 cell noCPT
CC(=O)Nc1ccc(S(=O)(=O)NC(C(=O)O)C(C)O)cc1 (stereo not given) | / | 2% | 26%
c1ccc(COc2ncnc3c2ncn3CCCN2CCN(c3ccccn3)CC2)cc1 | / | ? | 16µM*
CC(C)CCN(C(=S)Nc1cccc(C(F)(F)F)c1)C(C)c1ccccn1 (stereo not given) | 4% | -30% | 1%
O=[N+]([O-])c1cccc(C(=NCc2ccccc2)NO)c1 | / | 8% | 4%
Cc1cc2c(n1-c1ccc(C(=O)NCCc3ccc(Cl)cc3)cc1)CCC(C)C2 (stereo not given) | 1% | 26µM* | 23µM*
CC(NC(=O)c1cc2c(s1)CS(=O)(=O)C2)c1ccccc1 (stereo not given) | 4% | -6% | -10%
Cc1cc(-n2c(C)cc(C(=O)CCl)c2C)no1 | 5% | 1.2µM* | 0.92µM*
Cc1ccc(NC(=S)NCc2ccc(F)cc2)c(C)c1 | 4% | -15% | -20%
COc1ccc(NC(=O)c2oc3ccccc3c2NC(=O)C2CC2)c(OC)c1 | 2% | -28% | 2%
CNc1nnc(Sc2ncccc2[N+](=O)[O-])s1 | 6% | 8.2µM* | 16µM*
COc1ccc(OCC(=O)Nc2ccc3c(c2)nc(CN2CCCC2)n3C)cc1 | 4% | ? | ?
CCc1ccc(OCC(=O)N/N=C(\C)c2ccc3c(c2)OCCO3)cc1 | 1% | 3% | -6%
C/C(=N\NC(=O)C(=O)N/N=C(\C)c1cccc(O)c1)c1cccc(O)c1 | -3% | 7% | -3%
O=C(COc1ccccc1)N/N=C/c1cc2c(cc1[N+](=O)[O-])OCO2 | 2% | -20% | -10%

Some of these compounds in order of length of the SMILES, smallest number first:
SMILES | TDP1 block | TDP1 cell CPT | TDP1 cell noCPT
COc1ccc(OCC(=O)Nc2ccc3c(c2)nc(CN2CCCC2)n3C)cc1 | 4% | ? | ?
OCCN(CCCn1c(-c2ccncc2)nc2ccccc21)c1nc(CN2CCCCC2)cs1 | / | 0% | -14%
COC(=O)c1sc(NC(=S)NNC(=O)c2c(Br)c(C)nn2C)c(C(=O)OC)c1C | 5%[56.1 µM] | -7% | -11%

Source: PubChem BioAssay (National Center for Advancing Translational Sciences (NCATS))
